Fibroblast inh: blocks proliferation of human lung fibroblasts; LL 47 human lung fibroblast viability, ATP luminescence; hits give low values; viability, % at 10 µM; hit rate 1.1% among 85,000; AID 719;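 active = viability at or below 50% in the single dose screen; inactive = viability above 50%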;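 also: compound exposure lasted 72 h before the ATP readout; 100% = median luminescence of untreated cell-only wells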
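material = human LL 47 lung fibroblast cells | dosing = compounds added from tenfold dosing solution, 0.1% DMSO final | timing = overnight cell rest, 72 h compound treatment at 37 °C | measured by = CellTiter-Glo luminescence measuring cellular ATP | evaluation = % viability versus median cells-only luminescence | control set = cell-only wells, no compound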
HUVEC inhibit: blocks proliferation of human endothelial cells. viability, % at 10 µM (by protocol). hit rate 1.1% among 86,000. HUVEC proliferation, CellTiter-Glo luminescence, 72 h; hits give low values;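 active = viability at or below 30%; inactive = viability above 30%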;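 also: 100% = median luminescence of DMSO-only cell control wells on each plate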
Pyk2 oligo antag: antagonists of human Pyk2 oligomerization; z-score (the deposit names both 25 µM and 10 µM); Q293 cells, Pyk2 FERM NanoBiT luminescence; hits give low values; Q14289; hit rate 0.83% among 99,000; AID 1347419;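 active = Z-score of -3 or lower, scaled per plate to the spread of control and sample wells; inactive = z-score above -3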;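 also: negative z-score means lost luminescence so less FERM oligomerization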
F-actin modifier: cytoskeleton assembly modification. HUVEC TNFa F-actin phalloidin imaging, high content. inhibition, % at 2 µM. hit rate 0.18% among 91,000;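 active = inhibition above the batch mean plus 3 SD and confirmed as a hit by visual image inspection, cut at about 30% in these data, passing the limit was not always enough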; also: strong numbers were not always called active
H69AR growth 86K: blocks growth of human H69AR lung tumor cells; H69AR lung tumor viability, ATP luminescence, 72 h; hits give low values; viability, % at 10 µM; hit rate 6% among 85,000; AID 598;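 active = viability at or below 40%; inactive = viability above 40%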;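 also: multidrug resistant small cell line overexpressing MRP-1 efflux transporter; 100% = mean luminescence of untreated control wells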
HUVEC tox TNFa: toxic to HUVEC cells under TNF alpha stimulation; cell count reduction, % at 2 µM; hit rate 0.17% among 93,000; HUVEC TNFalpha-stimulated, Hoechst cell count, imaging;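 active = cell count reduction exceeding the screen mean by over 5 SD, scaled to untreated wells per plate, cut at about 78% in these data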;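 also: cells counted after 24 h of TNF alpha exposure following the 1 h pretreatment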
IL1B cytotox: HUVEC cytotoxicity counter-screen, IL-1B stimulated | HUVEC cell count loss, Hoechst imaging | cell count reduction, % at 2 µM | hit rate 0.41% among 94,000;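 active = cell count reduction more than 3 SD above the screen-wide mean, cut at about 70% in these data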;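 also: normalized per plate to untreated control cells as the no-loss baseline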
Smad3 FoxH1 inh: Smad3 (human) transcription factor binding inhibition | inhibition, % at 25 µM | AID 630 | hit rate 0.29% among 88,000 | TR-FRET Smad3/Dy647-FoxH1 peptide binding, europium anti-His | P84022;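 active = compounds that reduce the energy-transfer binding signal between the protein and its labelled peptide by more than half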;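 also: 0% = Smad3 plus labelled peptide maximal FRET and 100% = peptide-only background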
Target sequence (P84022 whole entry, looked up): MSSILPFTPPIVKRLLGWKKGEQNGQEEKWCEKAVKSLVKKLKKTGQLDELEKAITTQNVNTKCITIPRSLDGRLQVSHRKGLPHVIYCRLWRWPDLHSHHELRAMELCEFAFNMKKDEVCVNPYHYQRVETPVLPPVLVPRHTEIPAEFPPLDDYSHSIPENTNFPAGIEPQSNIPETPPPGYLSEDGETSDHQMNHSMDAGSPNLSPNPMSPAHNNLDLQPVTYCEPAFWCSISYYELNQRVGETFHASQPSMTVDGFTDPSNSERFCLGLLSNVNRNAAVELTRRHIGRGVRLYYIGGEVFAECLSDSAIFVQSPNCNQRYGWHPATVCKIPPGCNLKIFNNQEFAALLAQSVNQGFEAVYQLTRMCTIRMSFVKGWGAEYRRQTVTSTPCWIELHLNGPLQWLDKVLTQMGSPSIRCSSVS
VCAM1 TNFa inh: reduces TNF alpha induced VCAM1 expression in HUVEC; HUVEC TNFa-induced VCAM-1 immunofluorescence, high-content imaging; inhibition, % at 2 µM; hit rate 0.48% among 95,000;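 active = inhibition above the batch mean plus 3 SD, with images confirmed as a hit by eye, cut at about 37% in these data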;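 also: 0% = TNF-stimulated DMSO wells and 100% = unstimulated control wells; not every result past the cut was called active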
Starred values were filed as active, the others as inactive; . = no result given. Not all compounds are listed. The share of hits here may be higher or lower than overall.

Letter code – A = Fibroblast inh; B = HUVEC inhibit; C = Pyk2 oligo antag; D = F-actin modifier; E = H69AR growth 86K; F = HUVEC tox TNFa; G = IL1B cytotox; H = Smad3 FoxH1 inh; I = VCAM1 TNFa inh
> CCCCC1C(=O)N(c2ccccc2)N(c2ccccc2)C1=O
  A: 94.1	B: 108.3	C: .	D: .	E: 92.8	F: .	G: .	H: -3.1	I: .
> Cc1cccc(C)c1NC(=O)C1CCCCN1C (stereo unspecified)
  A: 96.0	B: 99.5	C: .	D: .	E: 92.1	F: .	G: .	H: 4.4	I: .
> Cn1c(=O)c2c(ncn2CCO)n(C)c1=O
  A: 105.6	B: 122.2	C: .	D: .	E: 94.9	F: .	G: .	H: 3.1	I: .
> Cc1cccc2c1NC(=O)/C2=C\C(=O)c1cccs1
  A: 6.1*	B: 28.6*	C: -1.17	D: .	E: 2.1*	F: -27.8	G: -19.4	H: 3.1	I: -3.0
> CCCCOc1ccc(CC(=O)NO)cc1
  A: 94.3	B: 89.0	C: .	D: .	E: 4.8*	F: .	G: .	H: 3.1	I: .
> CCn1cc(C(=O)O)c(=O)c2cc(F)c(N3CCNCC3)nc21
  A: 99.7	B: 93.9	C: .	D: .	E: 88.1	F: .	G: .	H: 9.0	I: .
> C[C@@H]1C[C@H]2[C@@H]3C[C@H](F)C4=CC(=O)C=C[C@]4(C)[C@@]3(F)[C@@H](O)C[C@]2(C)[C@@]1(O)C(=O)COC(=O)C(C)(C)C
  A: 88.6	B: 82.5	C: .	D: .	E: 46.0	F: .	G: .	H: -7.9	I: .
> CNc1c2c(nn1C)CCCC2
  A: .	B: .	C: .	D: -3.1	E: .	F: -4.3	G: 9.0	H: .	I: -8.7
> CN(C)CCOc1ccccc1Cc1ccccc1
  A: 96.4	B: 101.3	C: .	D: .	E: 102.4	F: .	G: .	H: 3.0	I: .

One compound at a time (already shown). Order of values: Fibroblast inh	HUVEC inhibit	Pyk2 oligo antag	F-actin modifier	H69AR growth 86K	HUVEC tox TNFa	IL1B cytotox	Smad3 FoxH1 inh	VCAM1 TNFa inh
CN(C)CCOc1ccccc1Cc1ccccc1 across the screens: 96.4	101.3	.	.	102.4	.	.	3.0	.
CNc1c2c(nn1C)CCCC2 across the screens: .	.	.	-3.1	.	-4.3	9.0	.	-8.7
Cn1c(=O)c2c(ncn2CCO)n(C)c1=O across the screens: 105.6	122.2	.	.	94.9	.	.	3.1	.
CCCCOc1ccc(CC(=O)NO)cc1 across the screens: 94.3	89.0	.	.	4.8*	.	.	3.1	.

Reprinted at random: two records from the list
Letter code – A = Fibroblast inh; B = HUVEC inhibit; C = Pyk2 oligo antag; D = F-actin modifier; E = H69AR growth 86K; F = HUVEC tox TNFa; G = IL1B cytotox; H = Smad3 FoxH1 inh; I = VCAM1 TNFa inh
> Cn1c(=O)c2c(ncn2CCO)n(C)c1=O
  A: 105.6	B: 122.2	C: .	D: .	E: 94.9	F: .	G: .	H: 3.1	I: .
> CCCCC1C(=O)N(c2ccccc2)N(c2ccccc2)C1=O
  A: 94.1	B: 108.3	C: .	D: .	E: 92.8	F: .	G: .	H: -3.1	I: .

From PubChem
